GAA850 FXN act: frataxin GAA850 promoter activation; HEK293 lucGAA850 FXN promoter luciferase reporter, 24 h; percent of 10 µM SAHA response; activation, % at 6 µM; hit rate 0.56% among 360,000;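 active = activation above the average of all compounds screened plus 3 SD, cutoff fixed separately per campaign, cut at about 7.5% in these data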;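 note: 0% = DMSO wells and 100% = 10 µM SAHA wells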
NPR1 activator: GC-A (human) enzyme activation; P16066; HEK293 GC-A cells, cGMP TR-FRET, EC30 ANP; 0% at EC30 ANP, 100% saturating ANP; activation, % at 10 µM; hit rate 0.14% among 370,000; in the data active = activation above about 40%
Target sequence (P16066 whole entry, looked up): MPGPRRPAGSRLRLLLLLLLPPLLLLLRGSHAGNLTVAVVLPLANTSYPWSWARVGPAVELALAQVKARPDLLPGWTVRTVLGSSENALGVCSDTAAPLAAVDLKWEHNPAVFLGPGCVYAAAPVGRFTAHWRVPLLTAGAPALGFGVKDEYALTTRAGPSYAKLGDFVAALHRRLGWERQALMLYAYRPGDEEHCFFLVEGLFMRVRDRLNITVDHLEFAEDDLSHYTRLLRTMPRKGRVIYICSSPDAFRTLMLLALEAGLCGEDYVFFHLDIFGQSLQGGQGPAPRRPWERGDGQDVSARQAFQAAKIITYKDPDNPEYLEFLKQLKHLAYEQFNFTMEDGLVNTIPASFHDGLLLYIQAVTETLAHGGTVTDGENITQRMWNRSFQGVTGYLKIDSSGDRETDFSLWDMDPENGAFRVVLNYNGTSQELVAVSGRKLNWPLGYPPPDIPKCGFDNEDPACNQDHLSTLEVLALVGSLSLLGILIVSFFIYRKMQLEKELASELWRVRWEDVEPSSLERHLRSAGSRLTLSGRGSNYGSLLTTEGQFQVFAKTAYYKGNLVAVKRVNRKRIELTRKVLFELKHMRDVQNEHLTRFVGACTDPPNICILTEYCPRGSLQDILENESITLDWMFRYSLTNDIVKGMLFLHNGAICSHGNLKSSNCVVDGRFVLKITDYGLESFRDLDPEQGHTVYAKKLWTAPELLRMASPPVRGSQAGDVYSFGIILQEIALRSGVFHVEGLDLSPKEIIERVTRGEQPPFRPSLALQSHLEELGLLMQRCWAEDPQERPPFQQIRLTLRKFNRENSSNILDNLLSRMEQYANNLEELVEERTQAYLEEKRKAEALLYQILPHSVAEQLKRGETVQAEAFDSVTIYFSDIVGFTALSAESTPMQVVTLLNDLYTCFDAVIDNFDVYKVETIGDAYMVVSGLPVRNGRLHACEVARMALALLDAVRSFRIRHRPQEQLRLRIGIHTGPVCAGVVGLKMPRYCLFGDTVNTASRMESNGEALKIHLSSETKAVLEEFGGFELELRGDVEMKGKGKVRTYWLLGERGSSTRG
DAX1 inh: inhibitors of human orphan nuclear receptor DAX1 (NR0B1). P51843. HEK293 Gal4-DAX1 luciferase reporter, luminescence. inhibition, % at 6.75 µM. hit rate 0.99% among 340,000;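 active = inhibition above the mean over all tested compounds plus 3 SD, cut at about 4.2% in these data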;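 note: 0% = DAX1-transfected cells with DMSO and 100% = empty-vector control cells with DMSO; inhibition shows as a rise in luminescence from relieved DAX1 repression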
The depositor's hits bear a star.

`CC(=O)Oc1ccc(C(=O)Nc2cc(C)ccc2NC(=O)COc2ccccc2)cc1` gave GAA850 FXN act -2.1, NPR1 activator -1 and DAX1 inh 1.6.
`c1ccc(-c2noc(-c3cccs3)n2)nc1` gave GAA850 FXN act 0.2, NPR1 activator -5 and DAX1 inh -1.6.
Cn1nc(C(F)(F)F)cc1C(=O)NC1CCCCCC1 was read as GAA850 FXN act 0.2, NPR1 activator -1 and DAX1 inh -0.5.
CCn1c(=O)cc(SCC(=O)Nc2ccc3c(c2)OCO3)c2ccccc21 was read as GAA850 FXN act 0.7, NPR1 activator 3 and DAX1 inh -0.3.
For CCCc1ccc(OCc2ccc(C(=O)OC)o2)c(OC)c1 the results were GAA850 FXN act 3.0, NPR1 activator -2 and DAX1 inh 0.8.
`CC(C)NC(=O)c1cc(-c2ccco2)on1` gave GAA850 FXN act 0.7, NPR1 activator -3 and DAX1 inh 0.9.
COc1cccc(-c2n[nH]c(=S)n2Cc2ccco2)c1OC was read as GAA850 FXN act -0.3, NPR1 activator 3 and DAX1 inh 0.8.
Screening O=C(Cn1c(C(=O)NCc2ccco2)cc2sccc21)c1ccccc1 returned GAA850 FXN act 0.8, NPR1 activator -6 and DAX1 inh 0.0.
`Nc1c(NCCCN2CCOCC2)c2ccccc2oc1=O` gave GAA850 FXN act 0.6, NPR1 activator -5 and DAX1 inh 0.9.
For COc1ccc(CC(NC(C)=O)C(=O)NC2CCN(C(=O)NCc3ccccc3)CC2)cc1 (stereo not drawn) the results were GAA850 FXN act 2.7, NPR1 activator 3 and DAX1 inh -1.0.

Not a retest: an excerpt of the list.
`CC(=O)Oc1ccc(C(=O)Nc2cc(C)ccc2NC(=O)COc2ccccc2)cc1` gave GAA850 FXN act -2.1, NPR1 activator -1 and DAX1 inh 1.6.
`c1ccc(-c2noc(-c3cccs3)n2)nc1` gave GAA850 FXN act 0.2, NPR1 activator -5 and DAX1 inh -1.6.
Cn1nc(C(F)(F)F)cc1C(=O)NC1CCCCCC1 was read as GAA850 FXN act 0.2, NPR1 activator -1 and DAX1 inh -0.5.
CCn1c(=O)cc(SCC(=O)Nc2ccc3c(c2)OCO3)c2ccccc21 was read as GAA850 FXN act 0.7, NPR1 activator 3 and DAX1 inh -0.3.
For CCCc1ccc(OCc2ccc(C(=O)OC)o2)c(OC)c1 the results were GAA850 FXN act 3.0, NPR1 activator -2 and DAX1 inh 0.8.
`CC(C)NC(=O)c1cc(-c2ccco2)on1` gave GAA850 FXN act 0.7, NPR1 activator -3 and DAX1 inh 0.9.
COc1cccc(-c2n[nH]c(=S)n2Cc2ccco2)c1OC was read as GAA850 FXN act -0.3, NPR1 activator 3 and DAX1 inh 0.8.
Screening O=C(Cn1c(C(=O)NCc2ccco2)cc2sccc21)c1ccccc1 returned GAA850 FXN act 0.8, NPR1 activator -6 and DAX1 inh 0.0.
`Nc1c(NCCCN2CCOCC2)c2ccccc2oc1=O` gave GAA850 FXN act 0.6, NPR1 activator -5 and DAX1 inh 0.9.
For COc1ccc(CC(NC(C)=O)C(=O)NC2CCN(C(=O)NCc3ccccc3)CC2)cc1 (stereo not drawn) the results were GAA850 FXN act 2.7, NPR1 activator 3 and DAX1 inh -1.0.

The list continues:
Screening COC(=O)N1CCN(c2ccc(Cl)c(Cl)c2)CC1 returned GAA850 FXN act 0.9, NPR1 activator 0 and DAX1 inh -1.0.
Screening COc1ccccc1C(=O)NCCCn1cc(Br)c(C)n1 returned GAA850 FXN act 0.7, NPR1 activator -5 and DAX1 inh -1.1.
For CCOc1ccc(OCC)c(-c2c(=O)n(OCc3ccc(C(C)(C)C)cc3)c3ccccc3[n+]2[O-])c1 the results were GAA850 FXN act -0.7, NPR1 activator -3 and DAX1 inh -1.8.
Nc1ccc2nc(SCc3ccc([N+](=O)[O-])cc3)sc2c1 was read as GAA850 FXN act 4.0, NPR1 activator 2 and DAX1 inh -0.4.
For Cc1cccc(OCc2nnc(SCC(=O)c3cccs3)n2C)c1C the results were GAA850 FXN act 2.7, NPR1 activator 2 and DAX1 inh 1.5.
`N/C(=N\OC(=O)C(c1ccccc1)c1ccccc1)c1cccnc1` gave GAA850 FXN act 1.7, NPR1 activator -6 and DAX1 inh 0.1.
Screening CCOC(=O)N1CCC(NC(=O)c2ccc(CNS(=O)(=O)c3ccc(F)cc3)cc2)CC1 returned GAA850 FXN act -0.2, NPR1 activator 0 and DAX1 inh 0.8.
For Cc1cccc(C)c1NC(=O)c1sccc1SCc1cccc(C(F)(F)F)c1 the results were GAA850 FXN act 0.1, NPR1 activator -2 and DAX1 inh 0.2.
CCCN1C(=O)C2(/C(=C(\O)c3ccc4c(c3)OCCO4)C(=O)C(=O)N2CCCOC)c2ccccc21 (stereo not drawn) was read as GAA850 FXN act -0.8, NPR1 activator 7 and DAX1 inh 0.2.
Screening c1ccc(-c2n[nH]c3ccccc23)cc1 returned GAA850 FXN act 0.4, NPR1 activator -1 and DAX1 inh -0.6.
COCCn1c(-c2ccco2)csc1=Nc1cccnc1 was read as GAA850 FXN act -1.4, NPR1 activator -9 and DAX1 inh -1.1.
COc1cc(Cl)c(C)cc1NC(=O)CSc1ccc(C)cc1 was read as GAA850 FXN act -0.2, NPR1 activator -4 and DAX1 inh 0.0.
Cc1cc(C(=O)Nc2ccc3c(c2)OCO3)cs1 was read as GAA850 FXN act 3.6, NPR1 activator 0 and DAX1 inh 2.8.
CC(C)c1ccc(NC(=O)N2CCC(c3nc4ccccc4o3)CC2)cc1 was read as GAA850 FXN act 0.5, NPR1 activator 2 and DAX1 inh -1.1.
`O=C(CSc1nncn1-c1ccccc1)Nc1cc(Cl)cc(Cl)c1` gave GAA850 FXN act 1.7, NPR1 activator -7 and DAX1 inh 1.1.
For O=C(CCC(=O)OCCCC(F)(F)C(F)(F)F)NC1CCCCC1 the results were GAA850 FXN act -2.7, NPR1 activator 8 and DAX1 inh -0.2.
`CCOC(=O)CSc1nc2cc(C(=O)NCc3ccco3)ccc2c(=O)n1C1CCCCC1` gave GAA850 FXN act 1.5, NPR1 activator 2 and DAX1 inh 1.2.
CCn1c(CSc2nc3ccccc3[nH]2)n[nH]c1=S was read as GAA850 FXN act 1.8, NPR1 activator -1 and DAX1 inh 0.3.
`C=CCOc1ccccc1/C=c1\sc2nc(=O)c(C)nn2c1=O` gave GAA850 FXN act -1.0, NPR1 activator 12 and DAX1 inh 0.6.
Cc1ccc(-n2c(Cc3cccs3)nnc2SCC(=O)Nc2ccc(F)c(F)c2)cc1 was read as GAA850 FXN act 1.8, NPR1 activator -5 and DAX1 inh 0.1.
CC(Oc1ccccc1F)C(=O)/C=C/N(C)C (stereo not drawn) was read as GAA850 FXN act -0.5, NPR1 activator 0 and DAX1 inh 0.2.
`CC(C)CNC(=O)c1cc(-c2ccc(Cl)c(Cl)c2)on1` gave GAA850 FXN act 0.4, NPR1 activator 6 and DAX1 inh 2.1.
Cc1occc1C(=O)N/N=C/c1c[nH]c2ccccc12 was read as GAA850 FXN act 1.2, NPR1 activator 3 and DAX1 inh 4.2.
For CCc1cccc(Oc2nn[nH]n2)c1 the results were GAA850 FXN act -0.1, NPR1 activator 0 and DAX1 inh 0.7.
`CCCCCn1c(N)c(-c2nc3ccccc3s2)c2c([N+](=O)[O-])nn(C)c(=O)c21` gave GAA850 FXN act 0.0, NPR1 activator 3 and DAX1 inh 0.2.
`COc1ccccc1CNC(=O)c1ccccc1N` gave GAA850 FXN act -1.3, NPR1 activator 0 and DAX1 inh 1.5.
`O=C(Nc1ccc2c(c1)OCO2)c1cc2nc(C3CC3)cc(C(F)(F)F)n2n1` gave GAA850 FXN act -1.7, NPR1 activator -1 and DAX1 inh 0.8.
For COc1ccc(N(CC(=O)NC2CCCC2)C(=O)Cn2nnc(-c3ccc(F)cc3)n2)cc1OC the results were GAA850 FXN act 1.3, NPR1 activator 5 and DAX1 inh -1.1.
For O=C(NCCN1CCOCC1)C1CCN(c2nc3ccccc3o2)CC1 the results were GAA850 FXN act 0.3, NPR1 activator 3 and DAX1 inh -0.3.
Screening Cc1ccccc1NC(=O)c1ccc(F)c(S(=O)(=O)N2CCN(c3ccccn3)CC2)c1 returned GAA850 FXN act -4.2, NPR1 activator 4 and DAX1 inh -2.0.
CCn1c(SCC(=O)Nc2oc(-c3ccccc3)c(-c3ccccc3)c2C#N)nnc1-c1cc(OC)cc(OC)c1 was read as GAA850 FXN act 13*, NPR1 activator -3 and DAX1 inh -1.2.
COc1ccccc1-c1cc(C(=O)N2CCN(c3ccccc3OC)CC2)no1 was read as GAA850 FXN act -3.6, NPR1 activator 4 and DAX1 inh -0.7.
`Cc1ccc(C)c(N2CCN(C(=O)Cn3c(=O)oc4cc(S(=O)(=O)N5CCCC5)ccc43)CC2)c1` gave GAA850 FXN act -0.3, NPR1 activator 13 and DAX1 inh -0.1.
`O=C1OCCC1Sc1nnc(-c2cccs2)n1Cc1ccccc1` (stereo not drawn) gave GAA850 FXN act -3.6, NPR1 activator 8 and DAX1 inh 0.4.
Screening COc1ccc(OC)c(C2=NOC(C(=O)NCC3CCCO3)C2)c1 (stereo not drawn) returned GAA850 FXN act 0.2, NPR1 activator 2 and DAX1 inh 0.8.
For Cc1cc(=O)oc2cc(OCC3CC(c4ccccc4)=NO3)ccc12 (stereo not drawn) the results were GAA850 FXN act -2.2, NPR1 activator -5 and DAX1 inh -0.1.
`COC(=O)NNC(=O)COc1ccc(Cl)cc1` gave GAA850 FXN act -1.1, NPR1 activator -1 and DAX1 inh 1.6.
`CCCOC(=O)c1c(NC(=O)/C=C/c2cnn(C)c2C)sc(C(=O)OC)c1C` gave GAA850 FXN act -1.2, NPR1 activator 2 and DAX1 inh 0.0.
For COc1cccc(NC(=O)c2oc3ccccc3c2NC(C)=O)c1 the results were GAA850 FXN act 4.3, NPR1 activator 0 and DAX1 inh 1.9.
For COc1ccc(C2=C(N)c3ccccc3C2=O)cc1 the results were GAA850 FXN act 7.7*, NPR1 activator -2 and DAX1 inh 3.6.
For O=C(c1noc2c1CCCC2)N1CCN(c2ccc(F)cc2)CC1 the results were GAA850 FXN act -1.1, NPR1 activator -1 and DAX1 inh 0.0.
`Cc1ccc(C)c(OCC(=O)Nc2ccc3c(c2)OCO3)c1` gave GAA850 FXN act 4.0, NPR1 activator 0 and DAX1 inh -0.5.
Screening O=c1cc(N2CCC3(CC2)OCCO3)[nH]c(=O)n1-c1ccc(Cl)cc1 returned GAA850 FXN act 4.0, NPR1 activator -1 and DAX1 inh 0.1.
For NNC(=O)CCc1ccc(S(=O)(=O)N2CCOCC2)cc1 the results were GAA850 FXN act 2.1, NPR1 activator 4 and DAX1 inh 0.9.
For O=S(=O)(NCc1ccccn1)c1ccc(F)cc1 the results were GAA850 FXN act -4.8, NPR1 activator 5 and DAX1 inh -0.6.
Screening COc1ccccc1NC(=O)N1CCN(c2cc(-c3ccccc3)nc3ncnn23)CC1 returned GAA850 FXN act -2.4, NPR1 activator -4 and DAX1 inh -0.6.
`COc1ccc(C)cc1S(=O)(=O)N(CC(=O)Nc1ccc2c(c1)OCCO2)Cc1ccccc1` gave GAA850 FXN act -6.5, NPR1 activator 15 and DAX1 inh -0.6.
Screening CCN1CCN(Cc2cccc(Oc3ccccc3)c2)CC1 returned GAA850 FXN act 0.6, NPR1 activator -1 and DAX1 inh -0.8.
`Cc1sc(NC(=O)c2ccco2)nc1-c1ccc2c(c1)CC(C)N2C(=O)C1CC1` (stereo not drawn) gave GAA850 FXN act -8.6, NPR1 activator 6 and DAX1 inh -4.5.
Cc1ccc(S(=O)(=O)N(CC(=O)O)Cc2ccccc2)cc1 was read as GAA850 FXN act -0.9, NPR1 activator 5 and DAX1 inh 0.5.

Quoted at random: 2 compounds from above.
Cc1ccc(S(=O)(=O)N(CC(=O)O)Cc2ccccc2)cc1 was read as GAA850 FXN act -0.9, NPR1 activator 5 and DAX1 inh 0.5.
For O=S(=O)(NCc1ccccn1)c1ccc(F)cc1 the results were GAA850 FXN act -4.8, NPR1 activator 5 and DAX1 inh -0.6.

Next compounds.
For COc1ccccc1-c1cc(C(=O)NCc2ccc(F)cc2)no1 the results were GAA850 FXN act 0.0, NPR1 activator 2 and DAX1 inh 0.6.
CCCCN=c1scc(-c2ccc3c(c2)NC(=O)CO3)n1N=C1CCCC1 was read as GAA850 FXN act 0.6, NPR1 activator -5 and DAX1 inh -2.3.
CCCc1ccc(Oc2cc(N3CCOCC3)nc(-c3ccccc3)n2)cc1 was read as GAA850 FXN act -1.0, NPR1 activator -11 and DAX1 inh 1.5.
For CCCn1c(=S)[nH]c2cc(OC)c(OC)cc2c1=O the results were GAA850 FXN act 0.5, NPR1 activator 31 and DAX1 inh -0.1.
For Cc1cc(C)n(Cc2cccc(F)c2)c(=O)c1C#N the results were GAA850 FXN act -1.4, NPR1 activator -1 and DAX1 inh 0.6.
Screening O=C(Nc1cccc(NC(=O)c2cccnc2)c1)c1cccnc1 returned GAA850 FXN act 1.9, NPR1 activator -3 and DAX1 inh -0.3.
Screening COc1ccc(/C=N/NC(=O)c2ccc(C)cc2)cc1CN1CCN(c2ccc(F)cc2)CC1 returned GAA850 FXN act -0.7, NPR1 activator -3 and DAX1 inh -0.5.
`Cn1cccc1Cc1nnc(SCC(=O)Nc2nc3ccccc3s2)n1CCc1ccccc1` gave GAA850 FXN act -0.1, NPR1 activator -10 and DAX1 inh 1.3.
Screening CC(=O)Nc1ccc(-c2nnc(SCC(=O)c3ccc4c(c3)Cc3ccccc3-4)n2C)cc1 returned GAA850 FXN act -0.9, NPR1 activator -2 and DAX1 inh -0.9.
`Cc1nc2ccc(F)cc2cc1C(=O)NC(C)C` gave GAA850 FXN act -2.6, NPR1 activator 1 and DAX1 inh 0.3.
For N#Cc1c(NC(=O)CSc2nnc(-c3ccccc3)o2)sc2c1CCCC2 the results were GAA850 FXN act 3.6, NPR1 activator -2 and DAX1 inh -0.3.
CCCc1nc2c(nnn2Cc2ccccc2)c(=O)[nH]1 was read as GAA850 FXN act 0.6, NPR1 activator 15 and DAX1 inh 2.9.

These rows are one share of the data; the hit share may differ from the screen's.
